mcGAS RapidFire – mouse cGAS inhibition by mass spec; Q8C6L5; recombinant mouse cGAS, cGAMP by RapidFire MS; inhibition, % at 12.5 µM; 0.18% of 130,000 active;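 active = inhibition of cGAS enzyme activity at or above 60%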;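 note: enzyme stimulated by 45 bp dsDNA with ATP and GTP substrates; cGAMP share of summed cGAMP plus half ATP and half GTP signals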
Target sequence (Q8C6L5 whole entry, looked up): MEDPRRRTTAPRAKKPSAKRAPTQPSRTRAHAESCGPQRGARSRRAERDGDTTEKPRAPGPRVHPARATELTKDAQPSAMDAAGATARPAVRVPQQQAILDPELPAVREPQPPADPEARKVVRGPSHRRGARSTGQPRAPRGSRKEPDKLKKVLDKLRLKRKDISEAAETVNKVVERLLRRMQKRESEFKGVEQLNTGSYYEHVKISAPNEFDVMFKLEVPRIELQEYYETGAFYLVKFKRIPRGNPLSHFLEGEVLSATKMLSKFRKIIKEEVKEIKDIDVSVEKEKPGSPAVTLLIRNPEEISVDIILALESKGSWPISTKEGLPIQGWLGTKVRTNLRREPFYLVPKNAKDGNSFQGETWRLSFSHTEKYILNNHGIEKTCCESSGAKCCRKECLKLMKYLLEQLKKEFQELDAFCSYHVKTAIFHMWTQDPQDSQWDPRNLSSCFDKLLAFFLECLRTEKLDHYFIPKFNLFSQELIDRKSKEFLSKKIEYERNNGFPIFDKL
Numbers without * were called inactive; & = joins results of further samples. This is a subset, so the mix of outcomes need not match the whole.

No.	compound	mcGAS RapidFire
1	CCNC(=O)c1cc(CN(C)Cc2ccccc2)on1	-7.0
2	Cc1ccc(N2CC(C(=O)NC3CCCC3)CC2=O)cc1 (configuration not stated)	-4.6
3	O=C(NCc1cn2ccsc2n1)c1ccccc1C1CCNC1 (configuration not stated)	0.3
4	CC(=O)NCC1CN(c2ccc(Cl)c(Cl)c2)C(=O)O1 (configuration not stated)	-27.2
5	COc1nccnc1-c1ccnc2[nH]ccc12	-15.1
6	CCNN=Cc1cc(C(C)(C)C)cc(C(C)(C)C)c1O	-1.2
7	Cc1cccc(OC(C)C(=O)NCCCn2nc(-c3ccccc3)ccc2=O)c1C (configuration not stated)	6.3
8	COC(C)c1cccc(-c2ncccc2Cl)c1 (configuration not stated)	-11.7
9	CNC(=O)c1ccc(CN(C)c2nnc(Br)s2)cc1	-4.2
10	COc1ccc(Br)cc1S(=O)(=O)Nc1cccc(C(F)(F)F)c1	-8.3
11	Cc1ccc(N2C(=O)CSC2c2cccnc2)cc1Cl (configuration not stated)	-9.8
12	O=C(CN1C(=O)c2ccccc2C1=O)N1CCOCCOCCOCCOCCOCC1	9.0
13	Cc1ccc(Oc2ncnc3sc(C)c(C)c23)c([N+](=O)[O-])n1	0.5
14	O=C(c1c[nH]c2ccccc12)N1CC[C@@H](c2ccc3c(c2)OCO3)[C@H](O)C1	-12.1
15	O=C(c1cccnc1)C1CCCN(Cc2nc(-c3ccc4c(c3)OCO4)no2)C1 (configuration not stated)	-10.6
16	CC[C@H]1CN(c2ncc(C(=O)O)cc2Cl)CC[C@@]1(C)O	-11.2
17	CCCC(C)NC(=O)c1cc(-c2ccco2)nc2c(C(N)=O)ncn12 (configuration not stated)	18.2
18	C=CCOc1cccc(C(=O)N2CCCC(CCC(=O)NCc3ccccc3F)C2)c1 (configuration not stated)	0.7
19	COc1ccc(CCN(C)C(=O)c2ccc(Cl)c(Cl)c2)cc1OC	5.7
20	C=C1C2(C(=O)N3CCC(CN4CCCC4=O)CC3)CCC(C2)C1(C)C (configuration not stated)	-12.4

More entries.
No.	compound	mcGAS RapidFire
21	O=C(c1nccs1)c1cccnc1N1C[C@@H]2C3CCC(CC3)[C@@H]2C1	-6.0
22	Nc1ncccc1OCc1nc(CCc2ccccc2)no1	-12.7
23	CN1CCC(C)(C(=O)Nc2cccc(Oc3ccccc3)c2)C1 (configuration not stated)	-4.3
24	COc1ccc(CCC(=O)Nc2c(C)nc3ccccn3c2=O)cc1	6.8
25	CN=C1CC(C)(C)CC(=O)C1=C(O)CCC(=O)NC	-14.5
26	COc1ccc(NCc2cccc(F)c2)cc1N1CCOC1=O	-5.4&-3.2
27	Fc1ccccc1-c1nnc(SCc2ccc3c(c2)OCO3)n1C1CC1	-1.1
28	Cc1ccccc1OCC1=NN2C(=N)/C(=C/c3ccc(Br)o3)C(=O)N=C2S1	-2.4
29	CCCSC1=C(C#N)C2(CCCCC2)C(C#N)C(N)=N1 (configuration not stated)	0.0
30	C=c1oc(C)cc1=C1NN=C(CNC(C)c2ccccc2Cl)O1 (configuration not stated)	-33.0
31	CN1C(=O)/C(=C2\SC(=S)N(Cc3ccco3)C2=O)c2ccccc21	12.3
32	CCCC(C)(C)C(=O)N1CCC1(C)C(=O)NS(=O)(=O)c1cccc(OC(F)F)c1 (configuration not stated)	-6.4
33	CCCCOc1ccc(-c2nc(C=Nc3ccc(F)c(Cl)c3)c(O)o2)cc1	-8.4
34	COC(=O)c1cc(C=C2N=C(c3cccc(C)c3)OC2=O)oc1C	-9.1
35	CCN(CC)c1ccc(CN2[C@@H]3CC[C@H]2CNC(=O)C3)cc1	-15.8
36	Cc1nc(SCC(=O)c2c(N)n(C3CC3)c(=O)[nH]c2=O)c2c(C)c(C)sc2n1	8.9
37	CCOC(=O)C(C#N)=CNC(C)=O	-16.2
38	O=C(CSc1nnc(CNC(=O)c2ccco2)o1)NC1CCCC1	-4.7
39	CCOCCCNc1c(CC)c(C)c(C#N)c2nc3ccccc3n12	-1.6
40	Cc1sc2nc(CSc3nnc(C4CC4)n3C)[nH]c(=O)c2c1C	0.6

Structures listed so far containing a thiophene ring, fused or not:
No.	compound	mcGAS RapidFire
13	Cc1ccc(Oc2ncnc3sc(C)c(C)c23)c([N+](=O)[O-])n1	0.5
36	Cc1nc(SCC(=O)c2c(N)n(C3CC3)c(=O)[nH]c2=O)c2c(C)c(C)sc2n1	8.9
40	Cc1sc2nc(CSc3nnc(C4CC4)n3C)[nH]c(=O)c2c1C	0.6

Going on with the list:
No.	compound	mcGAS RapidFire
41	O=C1Nc2ccccc2C(O)(C(=O)N2CCOCC2)N1c1cccc(C(F)(F)F)c1 (configuration not stated)	-10.1
42	c1cc(-c2ccc3c(c2)OCO3)c2cc[nH]c2c1	-10.6
43	CC(C)C(NC(=O)/C=C/c1cn(C)c(=O)n(C)c1=O)c1cccs1 (configuration not stated)	-2.4
44	COc1ccc(C2(C(=O)NC(C)c3cnn(-c4ccccn4)c3C)CCCC2)cc1 (configuration not stated)	-1.6
45	COc1ccc(NC(=O)c2cc(=O)c(OC)c[nH]2)cc1OC	-3.9
46	CN(Cc1ccc2c(c1)OCO2)C(=O)NC1CCC(C)(C)c2ccccc21 (configuration not stated)	-0.3
47	O=C(CSc1ncn[nH]1)N1CCC2(CCNCC2)CC1	-3.5
48	Cc1ccc(C(=O)NCC(=O)Nc2ccc(Cl)cc2)s1	-14.5
49	CN1CCNC(=O)C12CCN(C(=O)c1ccccc1C(F)(F)F)CC2	-32.9
50	COc1cccc(OCCCOc2ccc(/C=C3\C(=N)N4N=CSC4=NC3=O)cc2)c1	-8.0
51	COc1nc2c(cc1C(=O)N1Cc3cnn(CCO)c3C1)CCC2	-38.0
52	Cc1cccc(N2CCN(Cn3[nH]c(/C=C/c4ccccc4)nc3=S)CC2)c1	0.0
53	CCCCOc1ccc(Br)cc1C(=O)NC	-5.8
54	Cc1ccc(NC2CCCN(C(=O)c3cn(C)c4ccccc4c3=O)C2)cc1C (configuration not stated)	-2.9
55	O=C1C2C3C=CC(C3)C2C(=O)N1c1ccc(Cl)cc1 (configuration not stated)	-0.8
56	O=C(c1cccs1)N1CCN(C(=O)c2ccccc2F)CC1	-6.0
57	O=C(CCNCC1=Cc2ccccc2OC1)NC1CCCCC1	-1.6
58	Cc1cc(NC(=O)CC(C)c2ccccc2)n(C)n1 (configuration not stated)	-10.0
59	O=C(c1ccc2c(c1)no[n+]2[O-])N1CCO[C@@H]2CCCC[C@H]21	-7.1
60	Cc1nnc(SCCNC(=O)C2CCCN2C(=O)C2CCCCC2)s1 (configuration not stated)	-7.5

Following part:
No.	compound	mcGAS RapidFire
61	COC(=O)c1ccc(CN2C(=O)C3(CCC3)ON=C2c2cccc(Cl)c2)o1	-7.2
62	N#Cc1cc(C(=O)c2cc(Br)ccc2O)cn(C2CCCC2)c1=O	-4.6
63	COc1ccc(CCC(=O)NC2C3CC4CC(C3)CC2C4)cc1 (configuration not stated)	-16.0
64	Cc1cc(C)n2nc(C(=O)N3CCCC(Nc4ccc(C(C)C)cc4)C3)cc2n1 (configuration not stated)	-1.7
65	CN1CCCC2(CCN(C(=O)OCC(C)(C)C)C2)C1=O (configuration not stated)	-19.9
66	Cc1cc(C)n(CC2(CNC(=O)c3ccc(=O)n(C)c3)CC2)n1	-27.1
67	CC1=C(C(=O)OC2CCCC2C)C(c2ccc(N(C)C)cc2)NC(=O)N1 (configuration not stated)	0.2
68	CC(=O)c1c(C)cc(C)c(CSc2ccccn2)c1C	-6.9
69	Cc1ccc(-c2csc(=O)n2CC(=O)Nc2ccc(C)cc2C)cc1	-4.7
70	CCOC(=O)C1(C/C=C/c2ccccc2)CCCN(C(=O)CSC)C1 (configuration not stated)	-5.5
71	Cc1nc(CC(=O)N2CCCC(Nc3ccc(C)c(C)c3)C2)cs1 (configuration not stated)	-4.2
72	CCOC(=O)c1nn(-c2ccccc2)c(=O)cc1OCC(=O)Nc1cc(OC)ccc1OC	-8.5
73	COC(=O)c1c(C(=O)OC)c2n(c1C)CCC2	-14.5
74	CCCc1nc(CNC2CCc3ccc(OC)cc3C2)cs1 (configuration not stated)	-20.0
75	Cc1nnc(SCCC(=O)Nc2cnc3n2CCCC3)s1	2.9
76	CC(c1cc(F)ccc1F)N(C)C(=O)c1cc(Br)c[nH]1 (configuration not stated)	1.5
77	O=C(Cc1ccc2c(c1)OCO2)N1CCC(CO)(Cc2ccccc2)CC1	-26.3
78	NC1(CNC(=O)CCOc2ccc(F)cc2)CCCC1	-11.1
79	CCN(CC)C(=O)COc1ccc(N(C)S(=O)(=O)c2ccc(F)cc2)cc1	-1.4
80	Cc1nc(-n2nc(-c3cccs3)cc2NC(=O)c2cc(=O)c3ccccc3o2)[nH]c(=O)c1C	5.3

The list continues:
No.	compound	mcGAS RapidFire
81	C=Cc1ccc(Cn2c(C)c(C(=O)NCc3cccs3)sc2=O)cc1	0.6
82	Cc1cc(-n2cccn2)ccc1CN1CCn2nc(C(=O)N3CCCC3)cc2C1	-7.6
83	O=S(=O)(N1CCc2ccccc2C1)N1CCCC1c1ccccn1 (configuration not stated)	22.4
84	CCOC(=O)C1(Cc2cccc(OC)c2)CCCN(C(=O)Cn2ncc3ccccc32)C1 (configuration not stated)	2.1
85	CCN1c2ccc(S(=O)(=O)N3CCOCC3)cc2N(Cc2ccc(C)s2)C1C (configuration not stated)	0.0
86	CCNC(=O)C1(C)CCN1Cc1ccc(-c2ccccc2)o1 (configuration not stated)	-7.7
87	O=C1NCCC1(Sc1ccccc1)Sc1ccccc1	-7.6
88	CN(C)[C@@H]1C[C@@H](CO)N(C(=O)c2cccc3c(=O)c4ccccc4[nH]c23)C1	-33.2
89	CC(C)CN1CCC(CNC(=O)c2ccc(-c3cccc(CO)c3)nc2)C1 (configuration not stated)	-9.2
90	CC1CCN(c2nc(N)c([N+](=O)[O-])c(N3CCCC3)n2)CC1	-12.8
91	CCC1CN(C(=O)C2(COC)CCC2)CCC(=O)N1Cc1ccccc1 (configuration not stated)	-8.1
92	OC(CN1CCOCC1)CN1CCC(c2nc3ccccc3o2)CC1 (configuration not stated)	-5.1
93	CCOC1CC(N(C)c2ncnc3c2cnn3CC(=O)OC)C1(C)C (configuration not stated)	8.0
94	NC(=O)C(NC(=O)c1cccc(Cl)c1)c1ccccc1 (configuration not stated)	-2.9
95	Cc1nnc(Nc2ccc3c(c2)nc2n3CCN(C3CCCCC3)C2)c2ccccc12	2.0
96	CC(C)c1ccc(NS(=O)(=O)Cc2ccccc2Cl)cc1	-2.5
97	CS(=O)(=O)C1CCCC(Sc2nccc(C(F)(F)F)n2)C1 (configuration not stated)	-8.2
98	O=[N+]([O-])c1cnccc1Nc1cccc(C2=NCCN2)c1	-4.0
99	CN1CCN(c2nc(Nc3ccc(F)cc3)c3cn[nH]c3n2)CC1	-2.0
100	CCCCCCCCn1c(O)cc(=O)[nH]c1=S	-5.2

Next section
No.	compound	mcGAS RapidFire
101	N#Cc1cnn(C(=O)CCc2cc(F)ccc2F)c1N	-1.6
102	CN1CCN(C(=O)CNC(=O)NCc2ccc(F)cc2)Cc2ccccc21	0.4
103	Nc1cc(-c2ccc(Br)cc2)ncn1	-0.6
104	O=C(NCc1ccon1)c1ccc2oc(CCCc3ccccc3)nc2c1	-3.4
105	O=C(COc1ccccc1)NC(=S)Nc1cccc([N+](=O)[O-])c1	-7.8
106	CCC(C)NCCCCOc1cc(C)cc(C(C)C)c1 (configuration not stated)	5.1
107	CCOC(=O)c1nc(CN2CCC(NC(=O)c3cnn(C)c3)CC2)cs1	13.0
108	COC(=O)c1ccccc1NCC(=O)NCCc1ccccc1	1.8
109	Cc1ccc(S(=O)(=O)CC2CSc3nc4ccccc4n32)cc1 (configuration not stated)	2.0
110	Cc1nc2n(n1)C(=O)C(C(c1ccccc1)N1CCC(O)CC1)S2 (configuration not stated)	-8.4
111	COc1ccc(-c2noc(COc3ccc(C)cc3OC)n2)cc1	-5.3
112	Cc1noc(C)c1CN(C)S(=O)(=O)c1ccc2ncccc2c1	-6.0
113	CC(=O)c1c(C(C)=O)c(C)n(Cc2ccco2)c1C	-3.4
114	COc1cccc(Nc2nc(N)c([N+](=O)[O-])c(N3CCCCC3)n2)c1	-12.3
115	COc1ccc2[nH]c(=O)c(CN(C)CCc3ccccn3)cc2c1	26.3
116	O=C(Nc1nccs1)c1csc(-c2cc3ccccc3[nH]2)n1	2.5
117	Cc1ccc(O)c(C(=O)N(C)CCOc2ccc(F)cc2)c1	-11.1
118	N#Cc1c(N2CCOCC2)nn2cc([N+](=O)[O-])cnc12	-4.7
119	COCCCn1ccc2nc3ccn(CCN4CCOCC4)c(=O)c3cc2c1=O	-10.7
120	CCOc1cc(C2=NN(c3ccc(C)cc3)C(=O)CC2)ccc1O	7.8

Other structures
No.	compound	mcGAS RapidFire
121	Cc1cc(Cl)ccc1NC(=O)c1nc(C)n2c1CCCC2	3.7
122	Cc1nc2sccn2c1CNCCCN1CCC(C)CC1	-4.5
123	CN1CCC2(CC1)CN(C(=O)CN1C(=O)NC(=O)C1(C)C)CCN2C	-11.0
124	COc1cccc(F)c1C(C)Nc1nc2ccccc2c(=O)[nH]1 (configuration not stated)	-17.8
125	COc1ccc(-c2noc(CN3CCCCC3c3nccn3C)n2)cc1 (configuration not stated)	-0.5
126	CCC(C)NCc1cccc(OS(=O)(=O)c2ccc(NC(C)=O)cc2)c1 (configuration not stated)	-8.6
127	CCc1nc(-c2ccccc2N)n[nH]1	2.1
128	Cc1ccc(C2(O)CCN(c3ncnc4onc(C)c34)CC2)nc1	-27.2
129	O=C(NCCC1=CCCN(CCCF)C1)c1c(F)cccc1F	-23.5
130	Cc1ccccc1/C=C/C=C1/SC(N)=NC1=O	-9.1
131	CCc1ncc2c(n1)CN(C(=O)Cc1c(C)nc3ccccn13)C2	-16.1
132	O=C(Cn1c(=O)cnc2ccccc21)NOCc1ccccc1	10.6
133	Cc1sc2ncnc(NNC(=S)NCCN3CCOCC3)c2c1C	-5.4
134	CC1CCc2cc(F)ccc2N1S(=O)(=O)c1cc2c3c(c1)CCN3C(=O)CC2 (configuration not stated)	-13.2
135	CCOC(=O)N1CCN(C2CCCN(C(=O)c3ccc(OC)c(O)c3)C2)CC1 (configuration not stated)	-4.8
136	C=CCn1c(SCC(=O)Nc2ccc(C(C)=O)cc2)nc2ccsc2c1=O	-3.3
137	CCCCOC(=O)n1c(SCC(N)=O)nc2ccccc21	46.0
